From PubChem
CCHF vOTU inh: blocks the CCHF virus ovarian tumor domain protease. CCHFV vOTU protease, Pep-AMC fluorescence. inhibition, % at 11.5 µM. 0.55% of 370,000 active. AID 651958; note: 0% = vehicle wells with enzyme and 100% = no enzyme wells
BoNT-A LC inh2: blocks Botulinum neurotoxin A light chain protease; inhibition, % at 10 µM; multiplex microsphere protease substrate cleavage, flow cytometry; 0.17% of 360,000 active; AID 588499; in the data active = inhibition above about 30%; inconclusive = no clear call, values can overlap the other calls; note: plate controls were buffer without enzyme for full effect and enzyme alone for no effect
UGM FP inh: blocks M. tuberculosis UGM enzyme; P9WIQ1; purified UGM, fluorescence polarization probe displacement; inhibition, % at 10 µM; 0.06% of 320,000 active; in the data active = inhibition above about 10%, passing the limit was not always enough; inconclusive = no clear call, values can overlap the other calls
Target sequence (P9WIQ1 whole entry, looked up): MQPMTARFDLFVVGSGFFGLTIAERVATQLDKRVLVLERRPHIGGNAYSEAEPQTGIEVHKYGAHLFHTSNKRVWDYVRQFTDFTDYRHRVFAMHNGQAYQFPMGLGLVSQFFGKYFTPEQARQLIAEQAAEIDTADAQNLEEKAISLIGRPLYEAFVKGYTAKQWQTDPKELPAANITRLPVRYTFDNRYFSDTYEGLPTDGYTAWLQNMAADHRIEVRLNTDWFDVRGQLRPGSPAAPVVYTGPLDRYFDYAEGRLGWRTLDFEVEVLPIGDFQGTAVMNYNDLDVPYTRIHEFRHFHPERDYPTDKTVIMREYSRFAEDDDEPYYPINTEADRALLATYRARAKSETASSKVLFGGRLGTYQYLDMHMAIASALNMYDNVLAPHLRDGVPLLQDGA
BoNT F protease: blocks Botulinum neurotoxin F light chain protease. Multiplex microsphere protease cleavage assay, flow cytometry. AID 588497. 0.22% of 360,000 active. inhibition, % at 10 µM; in the data active = inhibition above about 35%, passing the limit was not always enough; inconclusive = no clear call, values can overlap the other calls; note: plate controls were buffer without enzyme for full effect and enzyme alone for no effect
GDH-TPI inh: inhibits GDH-TPI coupling enzymes, artifact for Mtb FBA screen. inhibition, % at 4.8 µM. 1.2% of 360,000 active. GDH-TPI coupled enzyme counterscreen, NADH absorbance. AID 588335;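 note: 0% = DMSO wells and 100% = wells lacking the enzyme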
FadD28 FP inh: M. tuberculosis FadD28 bisubstrate binding inhibition; FadD28 bisubstrate probe binding, fluorescence polarization; 0.22% of 360,000 active; AID 588549; inhibition, % at 12.5 µM; in the data active = inhibition above about 8.5%, passing the limit was not always enough; inconclusive = no clear call, values can overlap the other calls
Mtb FBA inh: Mtb fructose-bisphosphate aldolase inhibition; P9WQA3; purified M. tuberculosis FBA, fluorescence read-out; inhibition, % at 1 µM; 2.3% of 360,000 active; AID 588726; in the data active = inhibition above about 27%;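 note: 0% = vehicle and 100% = reference inhibitor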
Target sequence (P9WQA3 whole entry, looked up): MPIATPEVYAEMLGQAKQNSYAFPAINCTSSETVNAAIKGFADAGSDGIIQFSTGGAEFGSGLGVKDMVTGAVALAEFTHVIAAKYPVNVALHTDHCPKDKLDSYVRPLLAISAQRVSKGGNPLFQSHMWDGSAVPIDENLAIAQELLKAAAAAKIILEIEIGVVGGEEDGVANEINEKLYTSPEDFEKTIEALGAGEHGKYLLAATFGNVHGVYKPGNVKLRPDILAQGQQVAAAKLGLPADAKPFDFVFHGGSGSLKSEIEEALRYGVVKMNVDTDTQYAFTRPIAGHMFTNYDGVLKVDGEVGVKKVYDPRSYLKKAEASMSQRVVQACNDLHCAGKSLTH
PrPC TRFRET: reduces human prion protein on the cell surface. AID 720596. 0.43% of 370,000 active. cell surface PrPC, TR-FRET read-out. inhibition, % at 13.8 µM. P04156; in the data active = inhibition above about 24%; note: 0% = median of the test wells and 100% = reference compound wells
Mtb BioA inh: blocks M. tuberculosis BioA enzyme activity; purified M. tuberculosis BioA enzyme, plate reader; inhibition, % at 9.99 µM; 0.096% of 360,000 active; AID 602481; in the data active = inhibition above about 40%; inconclusive = no clear call, values can overlap the other calls
The depositor's hits bear a star; u = inconclusive; x = no result given. Cut-off read from the data, not from the text of the source, unless noted: active = inhibition above about 30%; inactive = the rest.

Each structure is followed by: BoNT F protease, UGM FP inh, FadD28 FP inh, GDH-TPI inh, BoNT-A LC inh2, PrPC TRFRET, CCHF vOTU inh, Mtb BioA inh, Mtb FBA inh
- CN1C(=O)C2(NC(=O)c3ccccc3N2C)c2ccccc21 (stereo not drawn)
→ -1, 0.2, -3.1, -7, -0.8, 1, -12, -0.4, -4
- COc1ccc(Cc2nnc(SCC(=O)Nc3ccccc3C)n(N)c2=O)cc1
→ 4, -0.3, 0.7, -3, 1.2, 4, -2, -4.3, 4
- CNC(=S)N1CC2CC(C1)c1cccc(=O)n1C2 (stereo not drawn)
→ 4, 0.9, -1.1, 2, 0.1, -4, 6, -0.9, 3
- Cc1nnc(SCC(=O)Nc2ccccc2NC(=O)CSc2nnc(C)s2)s1
→ -32, -3.1, -1.1, 6, -0.5, -4, -3, -2.3, -1
- C/C(CC(=O)NCc1ccc(Cl)cc1)=N\NC(=O)c1ccccc1F
→ -2, -1.7, -3.7, -1, 0.2, 4, -7, x, 0
- O=c1c2cc(NC(=S)NCc3cccnc3)ccc2nc2n1CCCCC2
→ -7, 0.9, 0.1, 2, 0.9, 0, 2, x, 1
- O=C(COC(=O)c1c(Cl)cccc1Cl)NC1CCCCCCC1
→ -9, 0.7, -4.0, 1, -1.3, 5, 7, 1.7, -2
- CCOc1ccc(N=C(/C(C(=O)C(=O)N2CCOCC2)=C(\O)c2ccccc2)c2ccccc2)cc1
→ -1, 0.6, -2.6, 11, -0.5, 2, 5, -0.2, -3
- Cc1cccn2c(=O)c3cc(C(=O)N4CCCC(C)C4)sc3nc12 (stereo not drawn)
→ -3, -4.0, -1.6, 21, 2.1, -14, 8, -2.7, 22
- N#CC1(Nc2ccc(-c3ccc(Cl)cc3)cc2)CCCC1
→ -4, x, 0.2, 9, -0.1, 2, 17, x, -1
- Cc1ccc(C(=O)N2CCN(C(=O)c3ccco3)CC2)cc1NC(=O)c1ccco1
→ -7, 1.8, -1.3, -3, -1.3, 0, -7, x, 0
- COC(=O)c1ccc(C(=O)Nc2cc(Cl)ccc2Cl)cc1NC(=O)c1ccccc1C
→ -4, 0.4, 0.8, 7, -0.5, -3, -1, x, 3
- Cc1ccc([C@@H]2[C@@H]3C(=O)N(C)C(=O)[C@@H]3[C@]3(C)C(=O)N(CCO)CC(=O)N23)o1
→ 0, 0.0, -2.3, 12, -0.1, 0, 1, -0.1, 1
- O=C(CSc1ncnc2scc(-c3ccc(Cl)cc3)c12)NCc1ccc2c(c1)OCO2
→ -2, x, 0.9, -2, 0.9, -7, 0, -0.8, 1
- Cc1ccc(C)c(S(=O)(=O)N2CCN(C(=O)c3ccccn3)CC2)c1
→ -7, x, -0.9, 3, -0.5, -3, -13, 0.2, 1
- CN(C)/C=C/C(=O)/C=C/c1cn(-c2ncc(C(F)(F)F)cc2Cl)c2ccccc12
→ 11, 3.3, 0.2, 16, 9.1, 4, 12, x, 4
- COc1ccc(CC2SC(N)=NC2=O)cc1 (stereo not drawn)
→ u, 2.2, -2.8, 8, 6.2, 6, -10, -0.7, -1
- Cc1cc(C)n(C(=O)CSc2nnc(SCC(=O)n3nc(C)cc3C)s2)n1
→ 10, -1.2, -1.4, -3, 0.3, 1, 7, x, 3
- O=C(Cn1c(-c2ccccc2)noc1=O)NCc1ccccc1
→ -6, -0.8, -3.0, -2, -0.5, 0, 1, 1.0, 2
- O=C(COc1ccc2cc(Br)ccc2c1Br)N1CCOCC1
→ 3, -1.7, -3.1, 4, 2.6, 19, 5, 1.3, 2
- CCOc1ccc(NC(=O)CSCc2cnn(-c3ccccc3)c2-n2cccc2)cc1
→ -1, 2.9, -4.3, 11, 1.2, 6, 5, 0.4, -2
- Cc1ccc(-n2nc3c(=O)n(CCCC(=O)NCc4ccccc4F)nc(C)c3c2C)cc1
→ -16, 0.0, -1.8, -5, -4.0, -5, 11, x, -3
- CC(=O)Nc1cccc(NC(=O)C2CCN(C(=O)c3ccco3)CC2)c1
→ -24, -1.0, -1.3, -6, -2.5, -11, 17, 1.7, -2
- COc1cc(NC(=O)CS(=O)(=O)c2ccc(C)cc2)cc(OC)c1OC
→ -2, -2.4, -3.8, -3, -0.6, -6, 9, -0.1, 0
- CCc1ccc(-c2cc(C(F)(F)F)n3nc(C(=O)Nc4c(C)nn(Cc5ccccc5C)c4C)cc3n2)s1
→ 19, 0.8, 0.8, 10, 29, x, x, x, 6
- COC(=O)c1ccc(Cn2c(C)cc(C)[n+]2C)o1
→ 15, -1.8, -1.4, 4, -0.3, 1, 1, -1.1, -2
- COc1ccccc1C1CCN(C(=O)c2cnn(-c3ccccc3)c2C)CC1
→ u, 0.9, -1.4, -3, -0.1, -1, 0, 5.5, 4
- Cc1ccc(C)c(SCC(=O)Nc2cc(S(=O)(=O)N3CCOCC3)ccc2C)c1
→ -2, x, -2.0, -4, 4.9, 3, 0, x, -1
- CCOC(=O)C1=C(CSc2nc(-c3ccccc3)ccc2C#N)OC(N)=C(C#N)C1c1ccccc1 (stereo not drawn)
→ 22, -3.1, 1.5, 9, 5.6, -7, 2, -2.8, 9
- COc1ccc(NS(=O)(=O)c2ccc(O)c(C(=O)OCC(=O)NC(C)C3CC4CCC3C4)c2)cc1 (stereo not drawn)
→ -5, -0.8, -1.8, 16, -1.1, -7, -7, -0.7, 1

The list goes on, starting with the last 2 of the part before.
Each structure is followed by: BoNT F protease, UGM FP inh, FadD28 FP inh, GDH-TPI inh, BoNT-A LC inh2, PrPC TRFRET, CCHF vOTU inh, Mtb BioA inh, Mtb FBA inh
- CCOC(=O)C1=C(CSc2nc(-c3ccccc3)ccc2C#N)OC(N)=C(C#N)C1c1ccccc1 (stereo not drawn)
→ 22, -3.1, 1.5, 9, 5.6, -7, 2, -2.8, 9
- COc1ccc(NS(=O)(=O)c2ccc(O)c(C(=O)OCC(=O)NC(C)C3CC4CCC3C4)c2)cc1 (stereo not drawn)
→ -5, -0.8, -1.8, 16, -1.1, -7, -7, -0.7, 1
- CCOC(=O)CNc1nc2ccccc2n2c(C)nnc12
→ 1, -1.2, -1.2, 14, -1.2, 1, 3, x, -1
- CN(Cc1ccccc1)c1nc(CN2CCOCC2)nc2scc(-c3ccccc3)c12
→ -10, -0.2, -9.5, 6, -0.6, 0, -3, 0.8, 0
- O=C(Nc1nccs1)C12CC3CC(C1)CC(C(=O)Nc1nccs1)(C3)C2
→ -2, 1.1, -0.8, -6, 0.1, 4, 6, -0.5, 3
- O=S(=O)(c1ccc(F)cc1)N1CC=C(c2ccccc2)CC1
→ 0, -0.1, -0.5, -5, -5.9, 24, 8, 1.3, 3
- O=C(O)c1ccc(C(=O)Nc2cccc(NC(=O)C3CCCO3)c2)cc1 (stereo not drawn)
→ -8, -0.7, -3.7, -5, -0.8, x, x, -1.9, -2
- O=C(NS(=O)(=O)N1CCOCC1)C1=C(N2CCCC2)COC1=O
→ 5, -1.7, 0.4, 6, -0.3, 1, -2, -1.4, -1
- COc1cc(C(=O)N(C(C)C)C2CCCCC2)cc(OC)c1OC
→ -7, x, -2.9, -1, -0.5, -1, 10, 1.0, -3
- COc1ccc(NC(=S)N2CCCCCC2)cc1OC
→ -3, -1.9, -2.0, -3, -0.5, -11, -12, 1.7, 0
- CCCCCCNC(=O)N1C/C=C\C(c2ccc(OC)cc2)N(Cc2ccc(F)cc2)C(=O)C1 (stereo not drawn)
→ -7, -0.1, -0.9, 0, -0.4, -3, 8, 0.2, -1
- O=C(NCC(c1ccc(F)cc1)N1CCOCC1)c1cccnc1Sc1ccccc1Cl (stereo not drawn)
→ -6, -0.2, -2.2, -9, 1.3, -11, 1, -0.3, 5
- COc1cccc(/C=C/C(=O)OCC(=O)c2ccc3c(c2)NC(=O)CO3)c1
→ -9, 2.8, -0.1, 0, -2.6, 1, 8, -2.5, 9
- Cc1cc(N2CCCC(C(=O)Nc3cccc4ccccc34)C2)n2ncnc2n1 (stereo not drawn)
→ -10, 0.9, -3.2, -7, 0.1, 5, 9, x, -2
- CSc1nsc(SCC(=O)Nc2cccc(NC(C)=O)c2)n1
→ -2, -1.8, -2.2, -2, 0.1, -5, 2, 2.9, 2
- CC(C)CN1CCN(CCCc2ccccc2)C(CCO)C1 (stereo not drawn)
→ -5, 2.0, -1.4, 1, -3.0, 8, -15, 7.5, 1
- O=C(Nc1ccccc1)Nc1ccc(Cl)c(S(=O)(=O)N2CCOCC2)c1
→ -3, 1.4, -9.7, -4, -0.5, 10, -4, 5.9, -4
- O=C(COC(=O)c1cccc(S(=O)(=O)N2CCc3ccccc32)c1)Nc1ncc(Cl)cc1Cl
→ -1, -1.2, -0.4, 1, -0.2, -1, 12, x, -1
- N#Cc1ccccc1Sc1ccccc1C(=O)OCC(=O)N1CCN(C(=O)c2ccco2)CC1
→ 0, -2.5, -3.5, -5, 0.1, -2, -3, -1.0, -3
- CCCC(CCC)=NNc1ccc(S(=O)(=O)Nc2ccccc2OC)cc1[N+](=O)[O-]
→ -12, 2.4, -2.7, 6, -0.8, 2, -1, x, -3
- CCOC(=O)N1CCC(NC(=O)CN2C(=O)CSc3ncccc32)CC1
→ 6, 1.0, -1.1, 7, -0.1, -2, -8, -0.2, 2
- O=C(CNC(=O)C1CCCC1)Nc1ccccc1Br
→ 5, -0.3, -1.0, 11, 1.7, -4, -2, -0.9, 0
- O=[N+]([O-])c1cc(S(=O)(=O)Nc2ccccc2)ccc1NCc1ccccc1
→ -11, 1.1, -1.5, -7, -0.3, -4, -1, -2.2, 1
- CC(=O)N1C(=O)N(C(C)=O)C2C1N(C)C(=O)N2C(C)=O (stereo not drawn)
→ -5, -2.8, -0.1, 4, -0.6, -5, 2, x, 1
- O=C(CNC(=O)c1ccccc1F)OCc1csc(-c2ccccc2)n1
→ 1, 0.0, -1.2, -4, 0.0, -5, -7, 1.1, -1
- O=C(NCCCN1CCOCC1)c1ccc2c(=O)n(Cc3cccc(Br)c3)c(=S)[nH]c2c1
→ -13, 1.2, -2.5, 4, -6.8, x, x, x, 1
- CCc1ccc(C(N)=S)cc1
→ -2, 0.9, -1.6, 1, -0.7, 2, -8, -0.5, -2
- CC(=O)c1c(C)[nH]c(C2=NNC(=NCc3ccccc3)SC2)c1C
→ 2, 3.4, -1.7, 10, 0.4, 2, 11, x, 7
- Cc1c(C(c2ccc(F)cc2)c2c(O)c3ccccc3oc2=O)c(=O)n(-c2ccccc2)n1C (stereo not drawn)
→ -14, 2.5, -0.2, -2, -0.1, 6, 19, x, 2
- Cc1cccc(CCN2CCN=C2Nc2ccccc2)c1
→ -2, 2.1, -0.6, 3, -0.1, -9, -6, -1.4, 0
- CS(=O)(=O)N1CCN(Cc2ccc([N+](=O)[O-])cc2)CC1
→ 0, 1.4, -1.7, -2, -0.1, -14, -7, x, 4
- O=C(c1[nH]c(C(F)(F)F)nc1-c1ccccc1)N1CCN(c2ncc(C(F)(F)F)cc2Cl)CC1
→ -23, x, -2.2, x, -2.5, 6, 12, 3.1, -3
- O=C(CS(=O)(=O)c1ccccc1Cl)N1CCOCC1
→ 7, 1.5, 0.1, 4, 1.6, -1, -2, -1.3, 2
- O=C(CSc1ccc(Br)cc1)NCC(c1cccs1)N1CCOCC1 (stereo not drawn)
→ -4, x, -6.0, -6, -0.9, 1, -9, -0.7, -1
